Screening data as filed in PubChem BioAssay.
E-sel inducer: E-selectin induction in HUVECs, primary screen, imaging, HUVEC, immunofluorescence imaging, single point; P16581; normalized: neutral wells 0, TNF-alpha wells 100; activation, % at 7.58 µM; 0.37% of 260,000 active; AID 686992, 2013;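 active = mean E-selectin-positive cell signal at least 10% of the positive control, reached in at least 60% of replicates, without over 20% cell loss; inconclusive = no rule given, readout overlaps actives, possibly toxicity-flagged; inactive = the rest, including those meeting only one limit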;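 note: in these data hits start at about 27%; measured in HUVEC primary endothelial cells; signal is the percent of cells scored E-selectin positive by PE staining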
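System: HUVEC / Compound: single concentration / Signal: immunofluorescence imaging / Read-out: percent E-selectin-positive cells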
miR-122 sensor: miR-122 Renilla sensor signal increase in Huh7, primary screen, miR-122 inhibitor project, cell-based, single point, plate reader. 0.3% of 340,000 active. AID 602342, 2012. activation (reporter increase), % at 12.5 µM. Huh7 miR-122 Renilla luciferase sensor, 48 h; neutral wells = 0, positive control = 100;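 active = mean replicate activation score at least 90 and every replicate individually at or above 90; inconclusive = only one of the two criteria met; inactive = neither criterion met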;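 note: higher luciferase means less miR-122 activity so hits act as miR-122 inhibitors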
PglD DTNB: C. jejuni PglD acetyltransferase inhibitors, primary screen, biochemical, DTNB colorimetric, single point; UDP-N-acetylbacillosamine N-acetyltransferase PglD (Campylobacter jejuni); purified PglD enzyme, DTNB colorimetric CoA detection; inhibition, % at 12.5 µM; 0.098% of 360,000 active; AID 602405, 2012; in the data active = inhibition above about 16%, passing the limit was not always enough; inconclusive = no clear call, values can overlap the other calls; note: strong numbers were not always called active
RAD52 anneal inh: RAD52 DNA annealing inhibitors, primary screen, biochemical, FRET, single point, set 2. inhibition, % at 18.7 µM. recombinant RAD52 DNA annealing, FRET fluorescence. AID 651710, 2012. DNA repair protein RAD52 homolog (Homo sapiens), P43351. 0.46% of 360,000 active;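 active = every replicate showing at least 50% inhibition; inconclusive = mean inhibition at least 50% but not in every replicate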
RAD54 branch: inhibitors of human RAD54 branch migration, primary screen, biochemical, fluorescence, single point; inhibition, % at 10.4 µM; 0.14% of 360,000 active; RAD54 Holliday junction branch migration, FAM/BHQ fluorescence; DNA repair and recombination protein RAD54-like (Homo sapiens), Q92698;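 active = mean normalized replicate activity at least 40 and at least half of replicates scoring 40 or more; inconclusive = only one of the two criteria met; inactive = mean below 40 and under half of replicates reaching 40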;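 note: 0% = median of neutral control wells and 100% = median of positive control wells; inhibitors cause a drop in the FAM fluorescence signal; in these data hits start at about 50%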
PGC1a acetyl inh: inhibitors of PGC1a acetylation signal, primary screen, cell-based, U2OS, AlphaScreen, inhibitor mode | AlphaScreen anti-acetyl-lysine; with virally co-expressed GCN5 acetyltransferase | inhibition, % at 15.6 µM | 0.17% of 350,000 active;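 active = every replicate shows inhibition of at least 40%; inconclusive = mean inhibition at least 40% but some replicate below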;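 note: 0% = neutral control wells and 100% = positive control wells; some results beyond the cut were filed as inactive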
Cneo AK release: Cryptococcus neoformans cell lysis inducers, primary screen, AK release luminescence, single concentration; C. neoformans lysis, adenylate kinase release luminescence, 4 h; normalised: neutral wells 0, clomiphene wells 100; lysis activity, % at 15 µM; 0.2% of 360,000 active; AID 651654, 2012;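 active = mean lysis activity across replicates of at least 80%, whatever share of replicates individually reach that level; inactive = mean lysis activity below 80%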
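Assay system: C. neoformans cells. Amount: yeast cell density of 5 × 10^6 cells/mL. Technique: AK luminescence. Buffer or medium: YPD. Times: static 4 h at 37 °C with compound, 1 h detection. Dosing: single-point compound dose. Read-out: lysis from increased AK signal.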
ERAP1 HTS inh: human ERAP1 aminopeptidase inhibitors, primary screen, biochemical, single point, plate reader; recombinant ERAP1, Leu-AMC fluorescence, 60 min; 0.15% of 340,000 active; inhibition, % at 10.7 µM; AID 652197, 2013;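 active = mean replicate inhibition of at least 30%, or all replicates individually reaching that 30% level; inactive = mean below 30% and not every replicate reaching it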;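 note: 0% = neutral control wells and 100% = L-leucinethiol positive control wells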
Target sequence (Q9NZ08 whole entry, looked up): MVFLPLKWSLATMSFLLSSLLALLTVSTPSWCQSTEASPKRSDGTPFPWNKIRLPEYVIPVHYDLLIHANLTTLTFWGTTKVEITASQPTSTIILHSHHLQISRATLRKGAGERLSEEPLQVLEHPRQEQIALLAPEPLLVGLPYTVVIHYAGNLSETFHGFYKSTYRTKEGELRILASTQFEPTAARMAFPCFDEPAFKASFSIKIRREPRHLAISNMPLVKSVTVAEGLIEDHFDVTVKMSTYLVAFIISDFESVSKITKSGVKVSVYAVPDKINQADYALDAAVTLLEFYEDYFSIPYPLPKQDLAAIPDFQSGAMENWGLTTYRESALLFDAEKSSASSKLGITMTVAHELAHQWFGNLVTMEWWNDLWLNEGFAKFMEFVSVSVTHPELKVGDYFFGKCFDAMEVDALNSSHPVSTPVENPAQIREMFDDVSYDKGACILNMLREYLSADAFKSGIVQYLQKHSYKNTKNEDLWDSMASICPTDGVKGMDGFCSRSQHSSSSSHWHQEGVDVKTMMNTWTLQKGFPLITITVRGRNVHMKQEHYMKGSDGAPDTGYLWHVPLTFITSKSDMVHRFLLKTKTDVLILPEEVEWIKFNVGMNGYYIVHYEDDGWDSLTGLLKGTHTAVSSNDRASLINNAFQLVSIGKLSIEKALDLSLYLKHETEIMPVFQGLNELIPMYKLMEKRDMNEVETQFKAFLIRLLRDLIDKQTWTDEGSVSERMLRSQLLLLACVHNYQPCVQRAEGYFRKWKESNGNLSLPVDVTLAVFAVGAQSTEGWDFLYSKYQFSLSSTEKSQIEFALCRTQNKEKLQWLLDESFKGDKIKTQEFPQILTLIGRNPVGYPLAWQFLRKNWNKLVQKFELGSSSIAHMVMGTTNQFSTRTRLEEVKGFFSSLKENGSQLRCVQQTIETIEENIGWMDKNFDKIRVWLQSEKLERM
The depositor's hits bear a star; ? = inconclusive; . = no result given; [ ] = remark or other dose.

mol	E-sel inducer	miR-122 sensor	PglD DTNB	RAD52 anneal inh	RAD54 branch	PGC1a acetyl inh	Cneo AK release	ERAP1 HTS inh
Cc1cc(C(=O)CN2C(=O)NC(C)(CC(C)C)C2=O)c(C)n1-c1ccc2c(c1)OCO2 (configuration not stated)	-0.1	-1	-4	-21	-5	-9	-1	1
CCCc1nnc(NC(=O)CCC(=O)N2CCN(Cc3ccc(C)cc3C)CC2)s1	.	-7	-1	-19	0	7	0	1
COc1cc(/C=N/n2nnnc2N)ccc1OCC(N)=O	.	12	-1	.	2	3	5	.
O=C(NCc1ccco1)C1CCN(S(=O)(=O)N2CCC3(CC2)OCCO3)CC1	.	-5	-4	.	-4	12	-2	.
COc1ccc(Cn2cc(CN3CCOCC3)nn2)cc1	-0.2	-7	-4	-6	5	1	34	2
CC(C)[C@H](NC(=O)[C@@H]1Cc2ccccc2CN1)C(=O)Nc1ccc2c(c1)OCO2	0.5	-3	.	9	.	3	.	-3
C#Cc1ccc(CN2CCC(Oc3cc(C(=O)NC4CC4)ccc3OC)CC2)cc1	.	.	0	-6	4	.	6	13
CCCCCc1ccc(C(=O)CCCC)c(=S)[nH]1	.	-7	-2	0	8	-3	15	-1
CCOC(=O)CCc1nc2ccccc2[nH]1	.	-2	-2	-14	-5	8	1	-2
CCOC(=O)C(Cc1nc(OCc2ccccc2)cc(OCc2ccccc2)n1)=NO	-0.1	-3	1	0	-8	.	-1	4
Clc1cccc(C2Nc3cccc4cccc(c34)N2)c1	.	1	-3	-13	-12	7	-2	-1
C[C@@H]1CCCCO[C@@H](CN(C)C(=O)Nc2cccc3ccccc23)[C@H](C)CN([C@H](C)CO)C(=O)c2cc(NS(=O)(=O)c3ccc(F)cc3)ccc2O1	0.0	-9[16.7 µM]	0	0	8	-14	-4	-5
CCOC(=O)N1CCC(NCCNC(=O)c2ccc(Cl)cc2)CC1	.	-10	4	.	0	4	0	.
Cc1ccc(NC(=O)CSc2nncn2N)cc1C	0.1	5	-4	4	-1	-3	2	2
Cc1ccccc1NC(=S)N(CCN1CCOCC1)Cc1ccccc1F	0.3	.	.	-11	.	5	.	-2
C[C@H](CO)N1C[C@H](C)[C@H](CN(C)Cc2ccncc2)Oc2ccc(NC(=O)Nc3ccc(F)cc3)cc2CC1=O	.	58[16.7 µM]	15	2	-4	8	1	-1
C[C@@H]1CCCCO[C@@H](CN(C)Cc2ccc(C(F)(F)F)cc2)[C@H](C)CN([C@@H](C)CO)C(=O)c2cc(NC(=O)Cc3ccccc3)ccc2O1	-0.2	-22[16.7 µM]	1	.	1	2	1	.
CC(C)c1ccc(OCC(=O)NC(C)c2ccccc2)cc1 (configuration not stated)	-0.2	1	1	-3	-13	-2	-4	-1
CCCN1C[C@H](C)[C@H](OC)CN(C)C(=O)c2cc(NS(=O)(=O)CC)ccc2OC[C@@H]1C	1.0	-4[16.7 µM]	-2	-5	6	-6	43	0
O=S(=O)(c1ccc(F)c(F)c1)N1CCN(c2ccccn2)CC1	.	.	.	2	-10	.	0	3
COc1ccc(CP(=O)(c2ccccc2)c2ccccc2)cc1	-0.2	.	-2	-7	0	.	0	-2
COC(c1ccccc1)c1nnc(CCC(=O)N(C)C(C2CC2)C2CC2)o1 (configuration not stated)	.	9	-6	-1	-12	?	1	-1
Cc1cccc(NC(=O)c2cc3cc([N+](=O)[O-])ccc3s2)n1	-1.1	-10	.	-20	.	.	.	-1
CCCCN1C(=O)C(O)(CC(=O)c2ccccn2)c2ccccc21 (configuration not stated)	1.1	-12	.	0	.	-9	.	-1
O=C(C[C@@H]1CC[C@H]2[C@@H](COC[C@H](O)CN2Cc2ccccc2)O1)N[C@H]1CCN(Cc2ccccc2)C1	0.0	3[16.7 µM]	2	15	-2	-3	-1	1
O=C(/C=C/c1ccc(S(=O)(=O)N2CCOCC2)cc1)NC(=S)Nc1ccc(N2CCOCC2)cc1	.	-3	-8	-37	5	0	1	0
N#Cc1c(CSCC(=O)O)cc(=O)n2c1[nH]c1ccccc12	3.8	.	.	-40	.	-4	.	0
C=CCNc1nc(N)c(C(=O)Nc2cc(C)on2)s1	.	.	-7	.	-4	5	-2	.
Cc1cc(N2CCOCC2)n2nc(C)c(-c3ccccc3Cl)c2n1	0.6	.	-4	2	-7	3	-2	2
CN(C)c1ccc(/C(=N\O)c2ccccc2)cc1	.	-7	-2	.	-1	-5	2	.
C[C@H]1CN([C@@H](C)CO)C(=O)c2cc(-c3ccncc3)cnc2O[C@H]1CN(C)Cc1ccc(F)cc1	-0.3	-7[16.7 µM]	2	1	-7	4	0	0
O=C(CNC(=O)c1ccc([N+](=O)[O-])cc1)c1ccccc1	.	-4	.	-3	.	-6	.	-2
CCCCN1C(=O)c2ccc(C(=O)NCc3ccco3)cc2C1=O	-0.3	-2	14	-7	5	8	-5	2
CN(C(=O)c1ccccc1Cl)c1ccccc1C(=O)NCCc1ccccc1	0.4	.	1	-11	-7	.	0	1
Cc1ccc(-c2nn3c(C)nnc3s2)cc1NC(=O)c1cccnc1	.	10	4	.	0	-14	1	.
CC(C)(C)N(Cc1ccccc1)C(=O)COC(=O)C1=NN(c2ccccc2)C(=O)CC1	-0.4	-2	2	-6	5	4	0	5
O=C(N[C@@H]1CC[C@H](CCNS(=O)(=O)c2ccccc2)O[C@H]1CO)c1cccnc1	-0.9	.	1	-9	-3	-6	2	-2
CC1=CC(C)(C)Nc2ccc(OC(=O)CN3C(=O)c4cccc5cccc(c45)C3=O)cc21	.	-11	1	.	-3	-1	0	.
CCN(C(=O)CN1C(=O)S/C(=C\C=C\c2ccccc2)C1=O)C1CCS(=O)(=O)C1 (configuration not stated)	.	.	3	-17	3	.	3	3
CCCCNC(=S)NC(C)(C)CO	.	-7	-8	-7	-10	-5	3	1
CC(=O)N/C(=N/c1nc(C)cc(C)n1)Nc1cccc(C)c1	.	.	4	-1	-5	.	0	2
Cc1cc(=O)oc2c(CN3CCOCC3)c(O)ccc12	0.1	0	-2	-9	-9	-1	3	10
CC(C)[C@H](NC(=O)c1ccccc1)C(=O)OCC(=O)c1ccc2c(c1)NC(=O)CO2	.	3	5	.	-1	2	-4	.
COc1ccccc1-c1cc(C(=O)Nc2cc(C)n(Cc3ccc(Cl)cc3)n2)no1	.	.	3	.	-1	-3	0	.
Fc1ccccc1CCNc1c2c(nc3ncnn13)CCCC2	.	-6	4	-1	2	-3	3	2
COc1ccc(S(=O)(=O)NC2CCSc3ccccc32)cc1OC (configuration not stated)	0.0	.	-3	-27	-7	.	1	2
COc1cc(C2C(C#N)=C(N)Oc3cc(C)oc(=O)c32)cc(OC)c1OC (configuration not stated)	2.8	-5	.	-8	.	16	.	0
CN1CCN(NC(=O)c2cc([N+](=O)[O-])cc([N+](=O)[O-])c2)CC1	.	-6	2	.	1	11	12	.
CC(=O)NC(CC(=O)OCC(=O)N1c2ccccc2NC(=O)C1(C)C)c1ccccc1 (configuration not stated)	.	-7	-1	-16	-6	11	-1	-2
COCC#Cc1ccc2c(c1)O[C@@H](CN(C)C(=O)C1CCCCC1)[C@@H](C)CN([C@H](C)CO)S2(=O)=O	-0.3	2[16.7 µM]	2	-14	2	-3	-3	3
Cc1cc(Oc2ccc(Cl)cc2)nc(-c2ccccn2)n1	-0.1	-5	-2	-20	-7	4	52	0
O=C(CSc1n[nH]c(-c2ccncc2)n1)Nc1ccc(Cl)c(Cl)c1	0.3	.	-3	-10	3	.	3	15
O=C(NCC1CCCO1)c1ccc(NC(=O)c2ccc([N+](=O)[O-])cc2)cc1 (configuration not stated)	0.2	0	6	-1	-2	.	2	-4
CC(=O)c1c(C)[nH]c(C(=O)CN2CCN(S(=O)(=O)c3ccccc3[N+](=O)[O-])CC2)c1C	-1.2	.	.	-14	.	-8	.	-1
Cc1ccc(Cn2c(SCc3cccnc3)nc3c2c(=O)n(C)c(=O)n3C)cc1	.	5	-6	.	-9	3	0	.
C[C@H](CO)N1C[C@H](C)[C@H](CN(C)Cc2ccncc2)Oc2ncccc2C1=O	0.2	.	1	8	-11	1	-5	2
COc1ccc(S(=O)(=O)N2CCC(c3nc4ccccc4[nH]3)CC2)cc1	.	-2	3	-15	11	-14	-3	0
OC[C@H]1O[C@@H](n2cnc3c(NC4CCCC4)ncnc32)[C@H](O)[C@@H]1O	0.2	-7	3	-2	0	14	-2	-2
O=S(=O)(c1ccc(N2CCC(c3ccc(Cl)cc3)=N2)cc1)N(CCO)CCO	.	-13	-1	2	2	?	.	-102
CCOC(=O)[C@@H]1[C@H]2COc3cc(OC)ccc3[C@@H]2N2C(=O)N(c3ccc(Br)cc3)C(=O)[C@]12C	0.0	-1	4	-15	-1	-2	-2	2

Additional compounds.
mol	E-sel inducer	miR-122 sensor	PglD DTNB	RAD52 anneal inh	RAD54 branch	PGC1a acetyl inh	Cneo AK release	ERAP1 HTS inh
Cc1cc(NCCN(C)C)n2nc(-c3cccs3)cc2n1	.	1	5	.	6	-5	-1	.
CCn1c(CSCc2ccc(C)cc2)n[nH]c1=S	.	9	-1	1	1	.	2	1
O=C1CSC(c2cccc([N+](=O)[O-])c2)N1CCN1CCCCC1 (configuration not stated)	0.0	-16	.	-6	.	-4	.	-2
CCCC(=O)N1CCc2cc(OC)c(OC)cc2C1c1cc2cc3c(cc2[nH]c1=O)OCO3 (configuration not stated)	.	-7	1	.	9	13	1	.
O=C(O)c1cccc(Sc2cc(Cl)ccc2C(=O)O)c1	0.1	-2	-6	-24	3	1	0	.
COc1ccc(OC)c(Nc2nc(N)c([N+](=O)[O-])c(N3CCOCC3)n2)c1	.	-6	-1	0	6	7	-3	2
Cc1ccc(S(=O)(=O)O)c(C)c1N1CCCC1=O	.	3	-1	.	-7	-10	0	.
CCc1ccccc1N1CSC2=C(C#N)C(c3ccccc3F)CC(=O)N2C1 (configuration not stated)	.	-10	3	-20	10	11	2	0
COc1ccc(S(=O)(=O)Nc2ccc3c(c2)C(=O)N([C@@H](C)CO)C[C@H](C)[C@H](CN(C)Cc2ccc(C(=O)Nc4ccccc4N)cc2)O3)cc1	2.3	8[16.7 µM]	3	-34	1	11	-1	2
CN1c2ccc(C3=CCCCC3)cc2[C@H]2[C@H](CCN2S(=O)(=O)c2ccccc2F)[C@@H]1CO	-0.4	-2[16.7 µM]	1	-7	-4	-13	-2	-1
COc1ccc2cc(/C=N/NC(=O)c3ccc(CN(c4cccc(Cl)c4Cl)S(C)(=O)=O)cc3)c(Cl)nc2c1	.	4	0	.	-3	.	-1	.

Compounds as they come; about 1.4% have a hit in one of these screens.
